# Assay outcomes (PubChem BioAssay)
# Peg3 prom inh: reduces Peg3 promoter-driven luciferase expression in HeLa; HeLa PEG-Prom luciferase reporter, luminescence, overnight; actives 1.7% (n = 360,000); AID 588405; inhibition, % at 20 µM;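 active = inhibition of at least 50% at 20 µM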
# CF NFkB block: blocks PAF-induced NF-kB reporter in cystic fibrosis cells; inhibition, % at 5 µM; AID 588850; KKLEB NF-kB-GFP reporter, GFP fluorescence overnight; actives 0.86% (n = 360,000);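 active = at least 50% inhibition at 5 µM, scaled per plate between neutral and stimulator controls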;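 also: PAF is a Pseudomonas aeruginosa culture filtrate used as stimulus; plate controls were PAF-stimulated DMSO wells for no effect and unstimulated DMSO wells for full effect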
# HIF-2a inh: blocks HIF-2a reporter activity; 786-0 RCC cells HIF-2a reporter, luciferase luminescence, overnight; inhibition, % at 18.8 µM; actives 0.72% (n = 360,000); AID 624352;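 active = inhibition of the luminescence signal of 40% or more relative to plate controls, in a single-dose primary screen at 18.75 µM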
# NR2E3 ag-1: agonists of human nuclear receptor NR2E3; Q9Y5X4; GST-NR2E3/biotin-RetCOR TR-FRET, 1536-well; inhibition of corepressor binding, % at 4.78 µM; actives 0.12% (n = 320,000); AID 2300;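 active = percent inhibition above the cutoff of mean plus 3 SD of all tested compounds, set per screening campaign, cut at about 20% in these data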;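 also: 0% = DMSO wells and 100% = biotin wells as full block of FRET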
# Target sequence (Q9Y5X4 whole entry, looked up): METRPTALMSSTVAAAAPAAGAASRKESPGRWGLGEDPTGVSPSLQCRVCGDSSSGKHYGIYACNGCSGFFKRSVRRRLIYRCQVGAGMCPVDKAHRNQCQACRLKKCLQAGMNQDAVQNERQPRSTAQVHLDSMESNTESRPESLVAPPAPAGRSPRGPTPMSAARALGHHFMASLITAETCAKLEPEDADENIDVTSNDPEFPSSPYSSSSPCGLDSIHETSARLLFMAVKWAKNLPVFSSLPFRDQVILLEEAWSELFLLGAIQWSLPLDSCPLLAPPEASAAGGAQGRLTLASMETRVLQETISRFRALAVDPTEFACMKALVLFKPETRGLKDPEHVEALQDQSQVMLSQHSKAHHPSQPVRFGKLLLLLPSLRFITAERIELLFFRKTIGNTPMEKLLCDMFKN
#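 System: GST-tagged NR2E3 plus biotinylated RetCOR corepressor; Buffer or medium: pH 7.5 Tris-based buffer; Probe or stimulus: RetCOR corepressor, biotinylated, 7 nM; Doses: compound at 4.8 µM, single dose; Schedule: 5 h incubation at 4 °C; Technique: time-resolved FRET; Evaluation: percent inhibition of TR-FRET ratio; Replication: one well per compound, singlicate testing.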
# TRAIL sens C8: caspase-8 TRAIL sensitization; NB7+C8 cells + TRAIL, ATPlite viability luminescence; inhibition (viability loss, TRAIL sensitization), % at 10 µM; actives 1% (n = 360,000); AID 624354;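 active = compounds causing at least 50% loss of cell viability in the single-dose screen, relative to plate controls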
# NR2E3 ag-2: agonists of human NR2E3 nuclear receptor. CHO-S Gal4-NCOR/VP16-NR2E3 two-hybrid, luciferase. inhibition of corepressor binding, % at 3.98 µM. actives 0.35% (n = 360,000). AID 602229;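 active = inhibition above the mean of all tested compounds plus 3 SD, cut at about 70% in these data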;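 also: 0% = DMSO with NR2E3 transfected cells and 100% = cells lacking NR2E3 construct; higher means lower luciferase signal from less NR2E3 corepressor binding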
# TWEAK-Fn14 inh: TWEAK-Fn14 signaling inhibition. TWEAK-stimulated Fn14 reporter cells, luciferase luminescence, 8 h. inhibition, % at 10 µM. actives 2% (n = 360,000); in the data active = inhibition above about 50%
# TRPM1 prom inh: reduces MITF-dependent TRPM1 promoter luciferase signal | SK-MEL-5 TRPM1 promoter luciferase, 24 h | inhibition, % at 12.5 µM | actives 0.83% (n = 330,000) | AID 488899;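 active = mean inhibition across replicates of 60% or more, whatever share of single replicates reaches that level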; also: values of inactives mirror those of a sister screen read the other way
# Shn3 3UTR inh: reduces Shn3 3'UTR luciferase signal in osteoblasts; Clone20 osteoblast Shn3 3'UTR firefly luciferase, 24 h; inhibition, % at 12.5 µM; actives 0.52% (n = 360,000);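 active = mean inhibition of at least 75% with every replicate also reaching 75%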;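 also: 0% = median of neutral control wells and 100% = pilot-screen positive control compound; some compounds past the cut are filed as inactive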
# KKLEB tox: CF airway cell cytotoxicity counter-screen; activity change (cytotoxicity), % at 5 µM; KKLEB CF airway cells viability, ATPlite luminescence, overnight; hits give low values; cells stimulated with P. aeruginosa culture filtrate; AID 602141; actives 0.36% (n = 360,000);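 active = corrected activity change at or below -50% at 5 µM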
# TROY signal inh: TROY signaling inhibition; Q293 LMP1-TROYcd NF-kB luciferase reporter, 4 h; inhibition, % at 10 µM; actives 0.98% (n = 360,000);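 active = compounds whose plate-normalised and pattern-corrected inhibition of the luciferase reporter signal at the single screening dose is 50% or more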
# Numbers without * were called inactive; x = not tested or not shown. These rows are one share of the data (hit frequency here may not be typical).
entry	compound	Peg3 prom inh	CF NFkB block	HIF-2a inh	NR2E3 ag-1	TRAIL sens C8	NR2E3 ag-2
1	COc1ccc(N=C/C=C2/C=C(c3ccccc3)OC(C)(C)O2)cc1	-55	17	0	2	-11	6
2	CCN1CCN(C(CNS(=O)(=O)c2cccs2)c2cccnc2)CC1 (stereo not given)	-5	-13	15	1	10	2
3	Cc1nnc(N/N=C/c2cc(C)n(-c3ccc(F)cc3)c2C)n1N	-18	-33	-38	2	2	-26
4	CC(C)N1C(=S)SC2CS(=O)(=O)C=C21 (stereo not given)	11	-4	10	3	-12	-2
5	c1ccc2c(-c3nnc4n3CCCCC4)c[nH]c2c1	-8	-7	8	4	8	-14
6	CCOC(=O)Cc1cc(=O)[nH]c(=O)[nH]1	-9	12	14	5	-4	-14
7	CCOc1ccc(NC(=O)COC(=O)c2cccnc2)cc1	14	-22	3	-1	1	-5
8	CCOC(=O)C1C(c2cc(OC)c(O)c(OC)c2)NC(=S)NC1(O)C(F)(F)F (stereo not given)	11	-8	14	-1	-2	-15
9	Cc1nc(NC(=O)c2ccc(-c3cc4ccccc4oc3=O)cc2)ccc1Br	82*	4	9	-6	-13	5
10	CNC(=O)C12N=CNN=C1N(C)C(=O)N2C (stereo not given)	1	7	13	-1	2	6
11	O=C(Nc1ccncc1)Nc1cccc(C(F)(F)F)c1	21	39	-13	1	1	15
12	c1ccc(C(c2nnnn2C2CCCC2)N2CCCCCC2)nc1 (stereo not given)	33	-4	-1	-2	-3	6

entry	TWEAK-Fn14 inh	TRPM1 prom inh	Shn3 3UTR inh	KKLEB tox	TROY signal inh
1	-27	13	24	4	17
2	8	-3	-7	-3	2
3	-22	-10	-4	-1	0
4	-16	-9	11	2	-8
5	-5	4	13	2	0
6	-4	12	-2	0	-9
7	-19	3	-42	3	-15
8	27	6	26	3	-5
9	-20	0	-9	-1	-5
10	0	5	-18	5	7
11	20	-15	8	-13	10
12	29	1	-16	-3	-13

# 2 successive compounds out of the list so far, for reference:
entry	compound	Peg3 prom inh	CF NFkB block	HIF-2a inh	NR2E3 ag-1	TRAIL sens C8	NR2E3 ag-2
8	CCOC(=O)C1C(c2cc(OC)c(O)c(OC)c2)NC(=S)NC1(O)C(F)(F)F (stereo not given)	11	-8	14	-1	-2	-15
9	Cc1nc(NC(=O)c2ccc(-c3cc4ccccc4oc3=O)cc2)ccc1Br	82*	4	9	-6	-13	5

entry	TWEAK-Fn14 inh	TRPM1 prom inh	Shn3 3UTR inh	KKLEB tox	TROY signal inh
8	27	6	26	3	-5
9	-20	0	-9	-1	-5

# Further entries.
entry	compound	Peg3 prom inh	CF NFkB block	HIF-2a inh	NR2E3 ag-1	TRAIL sens C8	NR2E3 ag-2
13	COc1ccc(N2CCN(S(=O)(=O)c3ccc4c(c3)NC(=O)CS4)CC2)cc1	-2	11	-29	-1	27	-5
14	O=C(O)CCN1C(=O)C2C3CC(C2C1=O)C1C(c2ccccc2)c2sc(=O)[nH]c2SC31 (stereo not given)	18	3	-3	4	-3	4
15	COc1cc(/C=C/C=C2/CC/C(=C/C=C/c3ccc(O)c(OC)c3)C2=O)ccc1O	4	-29	12	x	26	4
16	Cc1cccc(S(=O)(=O)NCC2CCCO2)c1 (stereo not given)	-1	-14	8	-3	-7	-15
17	COc1ccc(Cl)cc1S(=O)(=O)NC(C)C(=O)NCc1ccncc1 (stereo not given)	-9	-6	9	-2	-10	-1
18	NS(=O)(=O)c1cc2c(cc1Cl)NC(CSCc1ccccc1)=NS2(=O)=O	6	-18	-1	2	-7	-7
19	CC(=O)CCC(=O)N1CCCC(CNC(=O)c2ccc(-c3ccccc3)cc2)C1 (stereo not given)	-70	5	-85	2	3	-33
20	Cc1ccccc1CNC(=O)CCCn1ncn2c(cc3occc32)c1=O	16	6	2	0	-4	-7
21	Cc1c(NC(=O)CSc2n[nH]c(=O)n2-c2ccccc2)c(=O)n(-c2ccccc2)n1C	-4	-2	7	1	-10	-25
22	CC(C)N(CC(N)=O)c1ccc(S(=O)(=O)N2CCCC2)cn1	-4	10	7	2	17	-18
23	CCN(C(=O)c1cc2c(=O)[nH]c3ccc(C)cc3c2s1)c1ccccc1F	10	-4	8	-1	7	12
24	O=C(NCC1CCCO1)c1csc2c1CCCCC2 (stereo not given)	-21	-12	-57	3	-6	-32

entry	TWEAK-Fn14 inh	TRPM1 prom inh	Shn3 3UTR inh	KKLEB tox	TROY signal inh
13	1	1	18	-11	23
14	31	2	-1	10	7
15	32	-3	9	16	0
16	-10	-3	-6	7	-1
17	11	-1	11	7	4
18	-5	0	0	-1	-15
19	-14	-25	14	5	-1
20	-10	1	-12	3	15
21	-10	-5	-21	2	-27
22	7	-6	-10	-11	-3
23	-85	0	-128	7	-21
24	7	-7	-38	12	-25

# Carrying on:
entry	compound	Peg3 prom inh	CF NFkB block	HIF-2a inh	NR2E3 ag-1	TRAIL sens C8	NR2E3 ag-2
25	Cc1c(-c2ccc(Cl)cc2Cl)nc2ccccc2c1C(=O)NCCN1CCOCC1	4	-4	11	5	0	-27
26	CC(C)OC(=O)C1C(=O)CC(C)(O)C(C(=O)OC(C)C)C1c1cccc([N+](=O)[O-])c1 (stereo not given)	17	-2	12	3	-2	-24
27	CCCCn1c(CN2CCN(c3ccc(F)cc3)CC2)nc2c1c(=O)n(C)c(=O)n2C	2	-15	1	3	13	-20
28	COc1ccc(OCCn2cc(C=O)c3ccccc32)cc1	8	-10	6	2	0	2
29	Cc1ccc(OCC(=O)Nc2cccnc2Cl)cc1C	-248	-13	-153	3	5	-15
30	O=C(CSc1nnc(-c2cccs2)n1C1CC1)NC1CCS(=O)(=O)C1 (stereo not given)	13	0	7	4	-9	0
31	CCCCCC(=O)N1CC2(CC)CN(C(=O)CCCCC)CC(CC)(C1)C2=O	-2	1	9	4	-8	-12
32	Cc1c(C(=O)OC(C)C)sc(NC(=O)C2CCCO2)c1C(=O)OC(C)C (stereo not given)	-7	14	-92	0	-2	-18
33	O=c1c2ccccc2nc(-c2ccco2)n1Cc1ccccc1	-238	-14	-210	-1	-6	-114
34	CC(=O)NCC(=O)NC(C(=O)Nc1ccc2c(c1)OCCO2)c1ccccc1 (stereo not given)	-9	-2	16	3	-11	-15
35	Cc1cccc(N2CC(C(=O)NCc3ccco3)CC2=O)c1C (stereo not given)	12	18	15	0	6	-13
36	Cc1cc(S(=O)(=O)Nc2ccc(C(=O)NCC(c3ccco3)N3CCCC3)cc2)ccc1F (stereo not given)	29	-22	14	2	-21	17

entry	TWEAK-Fn14 inh	TRPM1 prom inh	Shn3 3UTR inh	KKLEB tox	TROY signal inh
25	12	-16	12	2	-16
26	0	8	3	9	-7
27	10	4	83	-6	8
28	-3	-17	45	4	-3
29	-5	-90	-43	10	-47
30	1	0	6	20	-10
31	-8	-5	0	-5	-4
32	-28	-16	9	-10	-3
33	-1	-101	-78	-3	-79
34	2	14	11	3	-1
35	16	-3	0	-2	-2
36	1	5	-5	10	16

# Next compounds follow:
entry	compound	Peg3 prom inh	CF NFkB block	HIF-2a inh	NR2E3 ag-1	TRAIL sens C8	NR2E3 ag-2
37	N#Cc1c(-c2ccccc2)nc(N2CCN(Cc3ccccc3)CC2)[nH]c1=O	17	-5	19	4	-8	-17
38	COc1ccc(-n2nnc3c(=O)n(CC(=O)N4CCC(Cc5ccccc5)CC4)cnc32)cc1	3	-6	9	1	20	-14
39	Cc1c(NC(=O)NC2CCCCC2)cccc1[N+](=O)[O-]	-27	-1	-48	-3	4	-46
40	COc1ccc(C(CNC(=O)C(C)Sc2ccccc2)N2CCOCC2)cc1 (stereo not given)	-7	-6	13	x	-1	-20
41	COc1cc(/C=C/CN2CCC(C(=O)NC(c3ccc(F)cc3)c3ccc4ccccc4n3)CC2)ccc1OC(C)=O (stereo not given)	91*	14	-42	x	2	9
42	COc1ccc(NC(=O)C2=NNC(=O)CC2)cc1S(=O)(=O)N1CCCCC1	27	-9	5	-1	31	-7
43	COc1cccc(CNc2ccccn2)c1O	-106	-10	-71	3	-3	-53
44	CCCCNC(=O)C1(C)CCN1C(=O)c1csnn1 (stereo not given)	-2	5	-5	x	7	3
45	O=C(OCc1nc2ccsc2c(=O)[nH]1)c1cccc(S(=O)(=O)N2CCOCC2)c1	8	-32	5	2	-9	-25
46	CCOC(=O)[C@]12CCCC=C1N(Cc1cccc3ccccc13)C(=O)[C@H](CC(=O)NCCCCc1ccccc1)C2	x	x	-1	x	11	14
47	COc1ccc(/C=N/NC(=O)c2cccnc2)cc1CN1CCN(c2ccc(F)cc2)CC1	-3	11	15	1	-4	-3
48	COc1cccc(NC(=O)COc2cccnc2[N+](=O)[O-])c1	-80	8	-116	x	-14	-8
49	Cc1cccc(Nc2cnn(C34CC5CC(CC(CC(=O)O)(C5)C3)C4)c(=O)c2Cl)c1	10	7	5	-1	11	-3
50	O=C(O)CCCN=Cc1c(O)c2ccccc2oc1=O	13	12	10	-1	-8	-4
51	COc1cc(OC)c(C(=O)Nc2ccc(S(=O)(=O)N3CCCCC3)cc2)cc1OC	14	-10	-17	0	12	18

entry	TWEAK-Fn14 inh	TRPM1 prom inh	Shn3 3UTR inh	KKLEB tox	TROY signal inh
37	10	4	4	6	2
38	22	-1	23	2	30
39	0	-11	-5	-10	-8
40	6	-12	0	5	-36
41	-19	x	0	-2	-14
42	13	-1	-72	10	2
43	-4	-24	-31	-4	-17
44	0	x	-1	4	-7
45	4	-12	-10	4	-5
46	12	x	x	x	10
47	-5	-2	-8	10	0
48	-24	-17	-55	-8	-28
49	1	11	-17	-3	-1
50	-10	4	0	6	8
51	-22	-16	12	7	4

# Ordered by the number under Shn3 3UTR inh (low to high): six of the compounds above
item	Compound	Peg3 prom inh	CF NFkB block	HIF-2a inh	NR2E3 ag-1	NR2E3 ag-2	TWEAK-Fn14 inh	TRPM1 prom inh	Shn3 3UTR inh
43	COc1cccc(CNc2ccccn2)c1O	-106	-10	-71	3	-53	-4	-24	-31
49	Cc1cccc(Nc2cnn(C34CC5CC(CC(CC(=O)O)(C5)C3)C4)c(=O)c2Cl)c1	10	7	5	-1	-3	1	11	-17
39	Cc1c(NC(=O)NC2CCCCC2)cccc1[N+](=O)[O-]	-27	-1	-48	-3	-46	0	-11	-5
44	CCCCNC(=O)C1(C)CCN1C(=O)c1csnn1 (stereo not given)	-2	5	-5	x	3	0	x	-1
41	COc1cc(/C=C/CN2CCC(C(=O)NC(c3ccc(F)cc3)c3ccc4ccccc4n3)CC2)ccc1OC(C)=O (stereo not given)	91*	14	-42	x	9	-19	x	0
37	N#Cc1c(-c2ccccc2)nc(N2CCN(Cc3ccccc3)CC2)[nH]c1=O	17	-5	19	4	-17	10	4	4
